A-T KAP1 phos = potential ataxia-telangiectasia treatment; Potency, µM (titrated, usually from 57.5 µM), without a hit: at the highest dose activation, hits mostly activators; AID 485349; 320,000 tested, 0.19% active; […] A-T fibroblasts, KAP-1 phosphorylation AlphaLISA; neocarzinostatin DNA damage 30 min before lysis; further: potency means the concentration at half of the fitted maximal effect; % of control where 0% means no effect; nearly all actives have a fitted effect of over 45% in size
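hTERT-immortalized A-T patient fibroblasts ([…]), 500 cells/well in OPTI-MEM, 1% FBS, got compounds for 60 min, then NCS for 30 min at 37C. Lysates were then assayed for phospho-KAP-1 by AlphaLISA (anti-pKAP1 donor, anti-KAP1 acceptor beads), 6 hr at 25C.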
ELG1 repair inh = ELG1-dependent DNA repair inhibition. Potency, µM (highest dose often 46.1 µM), without a hit: at the top dose activity change, negative = inhibition, actives largely listed as inhibitors. 330,000 tested, 2.3% active. AID 504467. HEK293T ELG1-luciferase reporter, luminescence, 16 h; DNA damage induced by 5-fluorouridine; further: potency means the concentration at half of the fitted maximal effect; on the % scale 0 is the no-effect control and ±100 the full control effect; nearly all actives have a fitted effect of over 55% in size
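5-Fluorouridine DNA damage + compound/DMSO, 2,000 cells/well, 16 h, 37 °C/5% CO2. ONE-Glo, 30 min RT, luminescence. Readout = decrease in reporter signal.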
TRPV1 agonist = human TRPV1 agonism | TRPV1-expressing cells, Fluo-8 calcium influx, agonist mode | activation, % at 8.33 µM | 320,000 tested, 0.19% active | Q8NER1; in the data active means activation above about 80%; inconclusive means between about 30% and that limit; further: 0% is about no effect
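Cells expressing TRPV1 were dye-loaded with Fluo-8 and read kinetically: 10 s baseline, 3 min after compound (agonist portion), then 2 min after EC20 capsaicin (allosteric enhancer portion). Calcium-bound dye fluorescence at 480/520 nm.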
Mito fusion yeast = blocks mitochondrial division or promotes mitochondrial fusion; S. cerevisiae fusion-defective mutant growth rescue, CellTiterGlo 48 h; 320,000 tested, 0.23% active; Potency, µM (top dose mostly 46.1 µM), for the others: at the highest dose growth rescue (activation), usual class: activators;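 further: potency means the concentration at half of the fitted maximal effect; % of control where 0% means no effect; nearly all actives have a fitted effect of over 45% in size; temperature-sensitive fusion mutants such as fzo1-1 at 37 °C on non-fermentable ethanol glycerol medium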
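Compounds are tested for their ability to restore growth of mitochondrial fusion-defective yeast strains at non-permissive 37C in YPEG medium over 48 hours. Viability is quantified by luciferase luminescence.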
TSHR antag = antagonists of human thyroid stimulating hormone receptor. P16473. TSHR-expressing cells, TSH-stimulated cAMP HTRF, 2 h; active compounds read low. activity change, negative = inhibition, % at 11.5 µM. 330,000 tested, 0.2% active. AID 504810;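 active means activity change below a set negative limit, meaning inhibition stronger than a set level, cut at about -70% in these data; inconclusive means activity change between two set negative limits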; further: on the % scale 0 is the no-effect control and ±100 the full control effect
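Freshly harvested TSHR cells receive pin-tooled compound, then EC80 TSH at 4nM final. After 2 hours at 37 deg C, antibody in lysis buffer and cAMP-d2 are added; 30 minutes at ambient temperature precede the HTRF read.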
hERG WT inh = inhibitors of human wildtype KCNH2 potassium channel; Q12809; U2OS, BacMam KCNH2, thallium flux FluxOr; active compounds read low; activity change, % at 1.84 µM; 340,000 tested, 0.37% active;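 active means maximum activity change below -70%; inconclusive means maximum activity change between -70% and -50%; inactive means maximum activity change above -50%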; further: on the % scale 0 is the no-effect control and ±100 the full control effect
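U2OS cells were transduced with wild-type KCNH2 virus (2.03 x 10^8 / mL) for 4 h at room temperature, then cultured overnight at 37 C. Thallium flux was read with FluxOr dye. Rate constants were normalized to DMSO controls.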
Eya2 inh = inhibitors of human Eya2 phosphatase activity; AID 488837; Potency, µM (doses to about 76.9 µM), without a hit: at the highest dose activity, negative = inhibition, actives largely listed as inhibitors; 330,000 tested, 0.006% active; recombinant Eya2, OMFP fluorescence dephosphorylation (OMFP is methylfluorescein phosphate); further: potency means the concentration at half of the fitted maximal effect; on the % scale 0 is the no-effect control and ±100 the full control effect
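Eya2 protein (added as 0.2 uM solution) was preincubated with compound for 10 min at ambient temperature in 50 mM HEPES pH 7.5, 50 mM NaCl, 5 uM MgCl2, 0.05% BSA, 1 mM DTT. OMFP (added at 50 uM) then reacted 10 min; fluorescence read at 485/525 nm.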
USP2a inh = USP2a (human) protease inhibition. O75604. USP2 core, Ub-CHOP2 coupled fluorogenic reporter, 485/531. Potency, µM (top dose mostly 38.3 µM), without a hit: at the highest dose activity change, negative = inhibition, most hits filed as inhibitors. 330,000 tested, 0.01% active;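 further: potency means the concentration at half of the fitted maximal effect; plate controls were DMSO wells for no effect and full inhibition by NEM control for full effect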
Target sequence (O75604 whole entry, looked up): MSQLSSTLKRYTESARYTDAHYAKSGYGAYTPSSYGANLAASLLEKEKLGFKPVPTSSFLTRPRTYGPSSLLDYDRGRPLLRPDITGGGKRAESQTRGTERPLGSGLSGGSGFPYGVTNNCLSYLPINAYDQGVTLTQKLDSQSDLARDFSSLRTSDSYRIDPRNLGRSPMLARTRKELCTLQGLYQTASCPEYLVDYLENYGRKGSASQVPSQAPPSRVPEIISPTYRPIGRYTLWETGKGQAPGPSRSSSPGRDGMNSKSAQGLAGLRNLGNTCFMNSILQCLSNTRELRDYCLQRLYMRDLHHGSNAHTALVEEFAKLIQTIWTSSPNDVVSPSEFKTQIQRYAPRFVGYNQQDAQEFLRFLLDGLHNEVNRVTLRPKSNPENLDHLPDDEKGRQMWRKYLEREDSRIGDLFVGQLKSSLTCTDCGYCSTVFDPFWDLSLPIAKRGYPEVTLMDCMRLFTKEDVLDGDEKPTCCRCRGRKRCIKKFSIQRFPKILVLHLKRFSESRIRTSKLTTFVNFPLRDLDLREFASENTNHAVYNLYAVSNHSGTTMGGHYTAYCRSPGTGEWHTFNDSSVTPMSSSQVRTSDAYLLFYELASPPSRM
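Cell-free coupled assay: 10nM USP2 core preincubated 30min RT with compound in Tris-HCl pH 8.0/CaCl2/CHAPS buffer, then 25nM Ub-CHOP2 and 25nM reporter substrate; fluorescence (Ex 485/Em 531) read after 60min RT, normalized to NEM inhibition, concentration-response curves fitted.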
KCNH2 3.1 inh = inhibitors of human KCNH2 3.1 potassium channel isoform. U2OS KCNH2 3.1, thallium flux FluxOr; active compounds read low. activity change, % (tested at about 1.8 µM). 340,000 tested, 0.95% active. AID 720553;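 active means maximum activity change below -70%; inconclusive means maximum activity change from -70% to -50%; inactive means maximum activity change above -50%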;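 further: thallium influx rate constant from kinetic fluorescence after stimulation buffer; on the % scale 0 is the no-effect control and ±100 the full control effect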
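Steps: virus added to U2OS suspension (4 h, RT, dark); medium with 10% FBS added, cells plated, 37 C overnight; FluxOr/Red40 loading buffer 45 min RT; stimulation buffer, 2 min kinetic read; rate constant normalized.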
TCR activator = activators of T cell receptors; primary human leukocytes, anti-CD3, IL-2 HTRF, 48 h; Potency, µM (titrated, usually from 9.22 µM), for inactives: at the highest dose activation of IL-2 secretion, usual class: activators; 330,000 tested, under 10 active; further: % of control where 0% means no effect
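Readout: HTRF IL-2, Eu-cryptate/d2 antibody pair, 320nm excitation, 665nm emission. Stimulus: a-CD3 beads, no co-stimulation. Cells: primary human leukocytes. Exposure: 48 hr with compound.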
* = called active by the depositor; ? = inconclusive; · = no result given; [ ] = another dose, or the depositor's remark. Unless noted, the call rests on the fitted dose curve; in most records, active means well fitted curve in the direction sought with a large enough effect; inconclusive means small, poorly fitted or top-dose-only effect, or another doubt; inactive means no such curve, though single readings can be large; an effect the other way counts as inactive or inconclusive. Some of the compounds tested (hit frequency here may not be typical).

SMILES | A-T KAP1 phos | ELG1 repair inh | TRPV1 agonist | Mito fusion yeast | TSHR antag | hERG WT inh | Eya2 inh | USP2a inh | KCNH2 3.1 inh | TCR activator
CCCCOCCCN1CC(=O)N2[C@@H](Cc3c([nH]c4ccccc34)C2(C)C)C1=O | 0% | 13µM* | 22 | -1% | -2 | -3 | -11% | 0% | -5 | 0%
CS(=O)(=O)NCCSc1cc(C(F)(F)F)nc2ccccc12 | 4% | 11% | 4 | -3% | 16 | 10 | 18% | 2% | 7 | 2%
O=C(Nc1ccc([N+](=O)[O-])cc1)Nc1ccc(N2CCOCC2)c2nonc12 | -2% | -10% | -1 | -2% | -7 | 8 | -7% | 1% | -3 | 4%
Cc1oc(=O)c(NC(=O)c2ccccc2)cc1C(C)O (centres undefined) | -3% | 17% | 0 | -2% | 23 | 10 | ? | 3% | 14 | -5%
COc1cc([N+](=O)[O-])cc2sc(NC(C)=O)nc12 | -7% | 7% | 1 | -1% | -5 | 6 | 8% | 16% | 11 | 4%
CC(C)(Oc1ccc(Cl)cc1)C(=O)OCC(=O)N1CCN(c2ccccc2)CC1 | -2% | -10% | 13 | 2% | -24 | 3 | 16% | 4% | -4 | -2%
COC(=O)c1ccc2c(=O)n(Cc3ccco3)c(SCC(=O)Nc3cc(C)on3)nc2c1 | -1% | 9% | 0 | -2% | -7 | 14 | -5% | 1% | -18 | -9%
CN1CCC(N(C)C(=O)c2cc(-c3ccccc3Cl)nc3ccccc23)CC1 | -9% | 8% | 4 | 0% | 7 | 18 | 1% | -2% | -9 | 1%
Cc1ccccc1CN1[C@@H]2c3ccccc3C[C@@H]2OCCS1(=O)=O | 0% | -6% | 5 | 3% | -1 | -22 | 6% | -1% | 7 | -18%
Cc1cc(-c2nnc(CCC(=O)NC(c3ccccc3)c3ccccc3)o2)no1 | -1% | ? | -1 | 2% | 4 | -6 | -8% | 6% | -4 | 3%
Cc1cc(NC(=O)NC(C)(C(F)(F)F)C(F)(F)F)no1 | 4% | 2% | -2 | -2% | -3 | 5 | 0% | 4% | -3 | 4%
O=C(N/N=C/c1cccc(O)c1)N/N=C/c1cccc(O)c1 | 4% | 24% | 2 | 1% | 2 | -6 | -21% | -5% | -3 | 0%
O=C(CCCN1C(=O)[C@H]2CC=CC[C@H]2C1=O)NCc1nc(-c2ccc(Cl)cc2)no1 | -1% | -8% | 0 | -2% | -4 | -14 | -4% | 1% | 2 | 5%
C(#CCN1CCOCC1)COC(c1ccccc1)c1ccccc1 | 8% | -8% | 9 | 5% | 2 | 3 | -7% | 1% | -9 | -2%[46.1 µM]
CCOc1ccc(CCNC(=O)CCc2nc(-c3ccc(C)cc3)no2)cc1OCC | -8% | 1% | -2 | 2% | -13 | -7 | -1% | 0% | -3 | -19%
O=C(CNC(=O)c1cccnc1)N/N=C/c1ccc(O)cc1O | -11% | 3% | 0 | -5% | -2 | 4 | 15% | 1% | 9 | 1%
CCN1C(=O)[C@H]2[C@@H](c3ccc(C)cc3)N3C(=O)N(c4cccc(Br)c4)C(=O)[C@@]3(CC)[C@H]2C1=O | 10% | ? | 9 | -6% | 5 | 11 | 8% | 3% | 6 | -1%
Cc1ccsc1C(=O)Nc1ccc(O)c(-c2nc3ccccc3s2)c1 | 3% | -15% | 7 | -8% | -17 | -5 | -6% | 3% | -11 | ·
CC(C)(C)NC(=O)NC(=O)CN1CCN(c2ncc(C(F)(F)F)cc2Cl)CC1 | · | 7.3µM* | -10 | 12% | 12 | 27 | -16% | 5% | · | 0%
CC[n+]1ccc(/C=C/c2c[nH]c3ccccc23)cc1 | 5% | ? | 5 | 0% | -25 | 2 | 15% | ? | 4 | 7%
Cc1ccc(-c2ccc(SCC(=O)Nc3ccc4c(c3)OCCO4)nn2)cc1 | 5% | ? | ? | 5% | -6 | 33 | -3% | 4% | -5 | -2%[46.1 µM]
COc1ccccc1C(=O)Nc1ccc(S(=O)(=O)N2CCCCC2)cc1 | 0% | -24% | 13 | 13% | -5 | -4 | 10% | 1% | -20 | 2%
COc1cccc(-c2nc(-c3ccccc3)no2)c1 | 19% | ? | 3 | 3% | -10 | -7 | 0% | 2% | 15 | 0%
O=C(NCCc1ccccc1)C1CCN(C2CCN(C(=O)CC3=CCCCC3)CC2)CC1 | 5% | -13% | 2 | -3% | -2 | 17 | 4% | 3% | -28 | -4%
COCCNC(=S)N(CCN(C)C)Cc1cc2cc3c(cc2[nH]c1=O)OCO3 | 10% | ? | 2 | -2% | 2 | 6 | 2% | 0% | 10 | ·
CCc1nnc(NC(=O)CSc2nnc(-c3ccccc3OC)n2-c2ccc(C)cc2)s1 | 3% | -12% | -1 | -2% | -6 | -1 | -5% | -1% | -2 | -2%
Cc1ccc(NC(=O)C2CC(=O)N/C(=N/NC(=O)c3ccc(C)cc3)S2)cc1 (centres undefined) | 1% | 9% | 1 | -7% | -5 | 2 | -1% | 6% | -3 | 0%[46.1 µM]
O=C(CSc1ccc(-c2cccs2)nn1)Nc1ccccc1F | 2% | ? | 13 | -7% | -8 | -1 | -5% | 0% | 15 | 13%
COC(=O)CSc1ncnc2c1sc1nc(-c3ccco3)c3c(c12)CC(C)(C)OC3 | 10% | 11% | 0 | 0% | 2 | · | -10% | 0% | · | ·
CC1CN(S(=O)(=O)c2cccc(C(=O)OCC(=O)Nc3ccc4c(c3)OCO4)c2)CC(C)O1 (centres undefined) | · | -4% | 11 | -1% | 5 | 5 | -4% | -1% | -20 | -2%
Cc1nc2cc(N3CCOCC3)c(NC(=O)C3CC3)cc2c(=O)n1Cc1ccccc1 | 2% | 15% | 1 | 3% | 4 | -36 | -3% | 1% | 17 | 3%
COc1ccc(-c2nn(-c3ccccc3)cc2C(=O)O)cc1 | ? | 1% | · | 1% | 7 | -4 | 2% | 2% | 2 | -1%
COc1ccc(C(=O)C2CN(c3ccccc3)CC2c2ccc(Cl)cc2)cc1 (centres undefined) | 0% | -12% | 17 | 3% | 6 | -4 | 4% | -1% | -23 | 1%
CC(C)CC(=O)N1CCN(Cc2ccc(Cl)cc2)CC1 | -11% | -15% | 6 | 2% | 18 | 8 | -4% | 1% | -11 | ·
COc1ccc(/C=C/C(=O)OCC(=O)N(C)c2c(N)n(Cc3ccccc3)c(=O)[nH]c2=O)cc1OC | 0% | -1% | -2 | -4% | 5 | -27 | 20% | -1% | -12 | 2%
CS(=O)(=O)N1CCN(c2ccc([N+](=O)[O-])c(NCc3cccnc3)c2)CC1 | 3% | 8% | 3 | -4% | 1 | -4 | 4% | -3% | 9 | -4%
COCCN(C(=O)c1snc(C(N)=O)c1N)C(C(=O)NC1CCCCC1)c1ccc(F)cc1 (centres undefined) | 7% | -2% | 10 | 0% | 25 | 0 | 9% | 0% | 8 | 2%
Cc1c(C(=O)Nc2nccs2)oc2ccc(F)cc12 | 2% | ? | 0 | 0% | -15 | 3 | 0% | 2% | 1 | 3%
Cc1ccc(S(=O)(=O)CC(=O)N2CCCCCC2)cc1 | -1% | 19% | 2 | 1% | -4 | 0 | 6% | 1% | 12 | ·
COc1cc(/C=N\NC(=O)c2cccc(Cl)c2)ccc1Oc1ccc([N+](=O)[O-])cn1 | -8% | ? | -1 | 3% | -9 | 18 | -19% | 1% | -5 | 1%
CC[C@H](C)[C@@H](CN[C@H](CCCCNC)CNC)NCC1CCCC1 | -4% | 16% | -4 | -1% | -4 | 2 | -16% | -5% | 17 | -7%
Cc1ccccc1C(=O)N1N=C(c2cccc(NS(C)(=O)=O)c2)CC1c1cccs1 (centres undefined) | -9% | -5% | -3 | -5% | -4 | · | ? | 0% | 9 | -11%
N#C/C(=C/c1ccc(-c2ccccc2)o1)c1nc(-c2cccs2)cs1 | 8% | ? | 11 | 14% | 13 | -20 | 6% | 27% | -76* | -10%
Cc1ccc(C)c(N2CCN(C3CCCCC3NS(=O)(=O)c3ccccc3)CC2)c1 (centres undefined) | 3% | -29% | -3 | -7% | 11 | 8 | 4% | 3% | 4 | -2%
CNC(=O)c1c[nH]c2ccc(S(=O)(=O)Nc3ccccc3F)cc2c1=O | -5% | 23% | -8 | 5% | -1 | -7 | 9% | -1% | 2 | 1%
CCOC(=O)CN(C(=O)CSc1nnc(COc2ccc(OC)cc2)n1CC)c1ccccc1 | ? | -1% | 6 | -6% | -6 | -4 | 8% | 0% | 5 | 1%

Assay outcomes as filed in PubChem BioAssay.
